PhoP inhibition = inhibitors of PhoP regulon expression, primary screen, Salmonella Typhimurium, GFP reporter (AID 1863) | S. Typhimurium PhoP-regulated promoter GFP reporter, 4 h; higher % means a stronger effect | one-dose inhibition, % at 50 µM; IC50 in µM for titrated hits | 300,000 tested, 0.16% active;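 active means inhibition over 29.93%, a cutoff 3 SD above the screen mean, later confirmed by dose response; inconclusive means inhibition over 29.93% but no dose response follow-up; inactive means inhibition at most 29.93% or unconfirmed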;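 further: 0% = low Mg2+ inducing control and 100% = high Mg2+ repressing control; strong numbers were not always called active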
UTI89 phage lysis = inhibition of K1F phage lysis, E. coli UTI89, bacterial capsule biogenesis inhibitors, alamar blue (AID 488966) | 340,000 tested, 0.02% active | E. coli UTI89 K1F phage lysis, alamar blue, 2 h; higher % means a stronger effect | one-dose inhibition, % at 100 µM; IC50 in µM for titrated hits;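 active means phage lysis inhibition, versus mean bacterial control, above a set limit; inconclusive means no clear call, values can overlap the other calls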;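 further: capsule biogenesis inhibitors block K1F phage lysis so surviving cells raise fluorescence; higher fluorescence means more inhibition of phage lysis; actives were called in the ten point dose series up to 300 µM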
HIV fusion peptide = inhibitors of HIV fusion peptide binding, primary screen, biochemical, uHTS, fluorescence dequenching (AID 1986). 290,000 tested, 0.3% active. inhibition, % at 20 µM, or IC50 in µM where a hit was titrated. cell-free peptide binding, fluorescence dequenching, 30 min; higher % means a stronger effect; in the data active means inhibition mostly above about 52%, no sharp cut-off; inactive means mostly below about 76%; further: some results filed as inactive read as strong as hits
Dengue-2 NS5 capping = Dengue-2 NS5 methyltransferase inhibitors, primary screen, biochemical, confirmation dose response (AID 588689) | inhibition, % at 25 µM, or IC50 in µM where a hit was titrated | 340,000 tested, 0.3% active | Dengue-2 NS5 methyltransferase capping enzyme assay, biochemical; higher % means a stronger effect; in the data active means a potency from the dose series; inconclusive means inhibition above about 29% without an active follow-up result
Rac1 GTP hydrolysis = MgcRacGAP GTPase-activating activity inhibitors, confirmation, biochemical, ADP Hunter fluorescence. 340,000 tested, 0.6% active. MgcRacGAP-stimulated Rac1 GTP hydrolysis, ADP Hunter fluorescence; higher % means a stronger effect; GST-tagged Rac1 F28L mutant substrate. inhibition, % at 30 µM, or IC50 in µM where a hit was titrated;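 active means first-screen hits whose inhibition reached a set limit at any dose in the follow-up dose series; inconclusive means inhibition above the set first-screen limit but never retested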;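 further: fluorescence reports GDP produced by GAP-driven GTP hydrolysis; strong numbers were not always called active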
RSV antiviral HEp-2 = inhibition of RSV-induced cytopathic effect – HEp-2 cells, primary 10 µM value included (AID 2391). HEp-2 cells, RSV-induced CPE inhibition; higher % means a stronger effect. CPE inhibition, % at 10 µM; hits with a dose series show IC50 in µM. 310,000 tested, 0.13% active; in the data active means a potency from the dose series; inconclusive means CPE inhibition mostly from about 23% at the one dose, without a potency; inactive means the rest, 99 in 100 with CPE inhibition below about 21%; further: strong numbers were not always called active
GPR55 antagonists = GPR55 antagonists blocking LPI-driven arrestin recruitment, primary screen, imaging, U2OS, beta-arrestin-GFP, LPI agonist (AID 2013); inhibition, % at 10 µM, or IC50 in µM where a hit was titrated; U2OS GPR55 beta-arrestin-GFP translocation imaging, LPI antagonism; higher % means a stronger effect; 290,000 tested, 0.13% active;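 active means spots per cell inhibited over 60%, with over 100 cells counted and total cytoplasm intensity under 500,000; inconclusive means wells with under 100 cells, flagged as likely toxic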;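 further: U2OS cells stably carrying GPR55 and arrestin-GFP stimulated by 5 µM LPI near EC80; imaged beta-arrestin-GFP aggregate spots per cell after agonist stimulation; plate controls were LPI-stimulated DMSO wells for no effect and DMSO wells without LPI for full effect; some results filed as inactive read as strong as hits; confirmed hits need IC50 under 10 µM and bright autofluorescent wells are also inconclusive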
GPR35 antagonists = inhibition of zaprinast-stimulated GPR35 beta-arrestin translocation – imaging, U2OS, beta-arrestin-GFP, zaprinast agonist, primary screen (AID 2058). one-dose inhibition, % at 10 µM; IC50 in µM for titrated hits. 290,000 tested, 0.052% active. U2OS GPR35 beta-arrestin-GFP translocation imaging, zaprinast antagonism; higher % means a stronger effect;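 active means inhibition of at least 50% with at least 30 cells and total cytoplasm GFP at most 10,000,000; inconclusive means under 30 cells or total GFP of 10,000,000 plus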
SV40 large T antigen = SV40 large T antigen inhibitors, biochemical (AID 1903). SV40 large T antigen ATPase/helicase inhibition assay; higher % means a stronger effect. inhibition, % at 20 µM; hits with a dose series show IC50 in µM. 310,000 tested, 0.39% active; in the data active means a potency from the dose series; inconclusive means inhibition mostly from about 32% at the one dose, without a potency; inactive means the rest, 99 in 100 with inhibition below about 32%; further: strong numbers were not always called active
Starred values were filed as active, the others as inactive; i = inactive; ? = inconclusive; . = no result given; [ ] = remark or other dose.

SMILES	PhoP inhibition	UTI89 phage lysis	HIV fusion peptide	Dengue-2 NS5 capping	Rac1 GTP hydrolysis	RSV antiviral HEp-2	GPR55 antagonists	GPR35 antagonists	SV40 large T antigen
COc1ccc(N2CCN(C(=O)CCCn3c(=S)[nH]c4cc5c(cc4c3=O)OCO5)CC2)cc1	2%	-0.1%	1.3%	-9%	9%	-0.8%	10%	-7%	17%
COc1ccccc1CNC(=O)C1CCCN(S(=O)(=O)c2cccc3cccnc23)C1 (configuration not stated)	6%	-8.2%	2.0%	1%	-1%	0.6%	8%	-4%	2%
Cc1nn(-c2cccc(Cl)c2)c2nc(-c3ccco3)cc(C(=O)O)c12	-1%	0.1%	73%	>100µM*	16%	1.8%	11%	-5%	56%
CSc1ccc(C(C(C(=O)c2cccs2)N2CCOCC2)N2CCOCC2)cc1 (configuration not stated)	-14%	0.2%	-2.1%	4%	6%	3.6%	34%	2%	2%
N#Cc1ccc(NC(=O)COC(=O)CNC(=O)C2CCCCC2)cc1	3%	-0.6%	-0.5%	0%	7%	0.4%	18%	8%	1%
CN(CCC#N)C(=O)c1cc2c(s1)-c1ccccc1SC2	0%	0.1%	-1.0%	-4%	5%	55%	14%	-8%	7%
COc1ccc(NS(=O)(=O)c2cc(NC(=O)Cc3c(F)cccc3Cl)ccc2OC)cc1	.	0.6%[50 µM]	.	-1%	5%	3.7%	.	.	.
NS(=O)(=O)c1ccc(CNC(=O)c2cc(=O)[nH]c3ccccc23)cc1	-6%	0.0%	0.1%	-8%	3%	3.5%	15%	17%	11%
N#Cc1ccc(NC(=S)NCCN2CCOCC2)cc1	2%	0.3%	0.5%	-7%	6%	-0.3%	-8%	-8%	12%
Cc1c(C(=O)NNC(=S)NCc2ccc(Cl)cc2)oc2ccccc12	3%	0.4%	-1.4%	-10%	8%	?	-14%	10%	-6%
CCOCCCNCc1cccc(OCc2ccc(F)cc2)c1	13%	8.5%	-1.3%	0%	5%	0.2%	20%	-5%	2%
Cc1ccc2c(C)c(C(=O)N(C)Cc3nccn3C)oc2c1C	-4%	1.3%[50 µM]	1.9%	1%	10%	1.4%	8%	-6%	6%
CCOC(=O)C1CCCN(C(=O)c2ccc(NC(=O)CC3SC(N4CCCC4)=NC3=O)cc2)C1 (configuration not stated)	-5%	2.3%[50 µM]	.	-3%	4%	-1.3%	.	.	7%
Cc1cc(NC(=O)CN2C(=O)NC3(CCCCCC3)C2=O)no1	8%	-0.2%	1.5%	-7%	1%	2.0%	0%	10%	5%
CC(C)c1nnc(NC(=O)CSc2nnc(NC(=O)c3c(F)cccc3F)s2)s1	5%	-0.3%	-0.9%	-2%	2%	-1.2%	10%	-6%	7%
Cc1c(C(=O)O)oc2ccc(S(=O)(=O)N3CCCC3)cc12	12%	-0.9%	0.7%	-3%	10%	0.1%	6%	8%	14%
CC1CCN(S(=O)(=O)c2ccc(S(=O)(=O)NCc3cccnc3)cc2)CC1	12%	0.6%	-0.8%	-4%	0%	2.3%	5%	-1%	-1%
O=C(O)C(Cc1ccccc1)N=Cc1c(O)c2ccccc2oc1=O (configuration not stated)	-7%	-0.9%	1.6%	-7%	3%	.	-3%	-12%	6%
COc1ccc(-c2noc(CCCC(=O)NC3CCCCC3)n2)cc1OC	4%	0.0%	-1.0%	-3%	5%	12%	-2%	-19%	0%
Cc1cccc(C(=O)NCc2nnc(SCC(=O)NC3=NCCS3)n2C)c1	4%	-0.2%	-2.0%	2%	0%	2.9%	-10%	8%	-1%
Cc1ccc(-c2cc(C(F)(F)F)n3ncc(C(=O)NCc4ccco4)c3n2)cc1	-6%	0.3%	-3.6%	-4%	8%	2.6%	2%	10%	4%
COc1ccc(S(=O)(=O)N2CCOC2CNC(=O)C(=O)NCCCc2ccccc2)cc1 (configuration not stated)	14%	0.1%	1.3%	4%	4%	11%	-1%	-3%	-10%
Cc1ccc(CNC(=O)CSc2nc(C)cs2)cc1	-10%	0.1%	1.1%	-8%	2%	0.0%	-2%	7%	23%
COc1ccc(OC)c(NC(=O)COC(=O)/C=C/c2c(C)nn(C3CCS(=O)(=O)C3)c2Cl)c1 (configuration not stated)	13%	0.1%	-0.5%	-3%	4%	0.2%	-7%	5%	-4%
CCOC(=O)C1=C(OCc2ccc(Cl)cc2)C2C=C(C)C=CC2N=C1 (configuration not stated)	-6%	i	1.2%	-5%	10%	3.0%	0%	-3%	10%
COc1cccc(C2=NOC(C(=O)Nc3ccc(C(C)=O)cc3)C2)c1 (configuration not stated)	12%	3.0%	-0.3%	-2%	9%	-0.3%	-14%	2%	6%
COc1ccc2sc(-c3ccccc3OC)c(-c3ccc4c(c3)OCCO4)c2c1	.	0.3%	.	-11%	6%	4.4%	.	.	.
Cc1cccc(NC(=S)Nc2ccc(Oc3ccccc3)cc2)n1	-5%	2.0%	-0.7%	-6%	13%	11%	5%	6%	7%
CC(=O)Nc1ccc(S(=O)(=O)N(C)CC(=O)OCC(=O)N2CCCCCC2)cc1	-1%	0.2%	0.6%	5%	8%	-0.3%	3%	12%	-1%
O=C(CSCC(=O)Nc1nccs1)Nc1ccccc1	4%	2.5%	-2.4%	2%	11%	1.3%	-2%	12%	-3%
CCNC(=S)N1CCc2cc(OC)c(OC)cc2C1COc1ccc(F)cc1 (configuration not stated)	0%	0.4%	0.2%	-3%	4%	7.6%	-3%	-7%	9%
Cc1ccc(CNc2nc(-c3cccs3)nc3ccccc23)cc1	10%	0.1%	-0.7%	-5%	1%	12%	29%	5%	2%
NNC(=O)[C@H](Cc1ccccc1)NC(=O)Nc1ccc2c(c1)OCCO2	-7%	-0.5%	-0.6%	-6%	0%	0.3%	1%	-6%	13%
Cc1cc(Nc2nnnn2-c2ccccc2)n(-c2ccc(Cl)cc2)n1	9%	0.2%	0.3%	5%	1%	7.2%	12%	-3%	4%
Cc1ccccc1Nc1nc(N)nc(CSCC(=O)Nc2cccc(Br)c2)n1	3%	0.1%	1.9%	5%	-4%	3.2%	11%	0%	1%
CCC(C)(C)NC(=O)C(c1ccc(F)cc1)N(Cc1ccccc1)C(=O)c1cnccn1 (configuration not stated)	5%	.	-1.2%	.	.	-2.6%	-5%	-10%	13%
O=C(c1ccc2c(c1)C(=O)N(CCCO)C2=O)c1ccc2c(c1)C(=O)N(CCCO)C2=O	-17%	0.5%	2.5%	5%	3%	0.7%	-9%	3%	19%
CCCNC(=O)NC(=O)CSc1nc(C)cs1	-4%	3.5%	1.4%	-2%	2%	0.8%	3%	-4%	2%
Cc1cc(C)n2c(SCC(=O)Nc3c(C)n(C)n(-c4ccccc4)c3=O)nnc2n1	7%	0.2%	0.2%	0%	14%	-0.3%	-5%	-18%	3%
COc1cc2cc(C(=O)N3CCOCC3)cc(-c3ccc(C)cc3)c2cc1OC	-2%	0.0%	-1.5%	-2%	5%	4.2%	26%	-7%	9%
CCOC(=O)C1CCCN(C(=O)C(C)Oc2ccc(Cl)cc2Cl)C1 (configuration not stated)	8%	-1.5%	4.0%	-5%	0%	1.1%	27%	4%	3%
Cc1ccc(NC(=O)c2ccc(CN3CCN(C)CC3)cc2)cc1Nc1nccc(-c2cccnc2)n1	-11%	-0.1%	.	3%	11%	0.5%	.	.	9%
COC(=O)Nc1nn(-c2ccc(Cl)cc2)c(=O)c(C#N)c1C	-7%	0.3%	-2.9%	-2%	8%	-0.3%	-3%	-18%	7%
Cc1ccc(S(=O)(=O)NCC(=O)OCC(=O)c2cc(C)n(-c3ccccc3)c2C)cc1	13%	0.2%[50 µM]	1.6%	-3%	10%	6.1%	-1%	10%	1%
COC(=O)c1cc(OC)c(OC)cc1NC(=S)N1CCOCC1	.	0.2%	1.2%	-1%	10%	.	8%	0%	.
COCCNC(=S)NCCCNc1nc2cc3c(cc2cc1C#N)OCO3	-1%	-0.7%	1.4%	9%	7%	-0.9%	-9%	-2%	8%
CC(C)(C)c1nc2ccc(NS(=O)(=O)c3ccc(F)c(F)c3F)cc2[nH]1	0%	0.0%	0.2%	1%	-3%	1.8%	5%	8%	7%
COC(=O)C1SCC2C(=O)N(Cc3ccc(Cl)cc3)CC(=O)N21 (configuration not stated)	6%	-0.3%	-0.4%	-4%	5%	1.4%	-4%	7%	-2%
CCOC(=O)C1=CC[C@H]2c3c(c4ccccc4n3C)C(=O)C1N2C(=O)OC(C)(C)C	.	2.9%	.	-3%	3%	1.9%	.	.	.
CC12CCC(C(=O)NCCc3ccccc3)(OC1=O)C2(C)C (configuration not stated)	-2%	0.1%	0.1%	-3%	6%	-1.1%	15%	2%	-2%
CN(C)/C=N/c1nc(-c2ccc3ccccc3c2)cs1	-4%	0.1%	0.0%	-1%	10%	40%	-3%	12%	9%
CCSc1nc2c(cnn2-c2ccc(C)c(C)c2)c(=O)[nH]1	-1%	-0.9%	-2.6%	-3%	4%	18%	-18%	-5%	2%
CN(CC1CCOCC1)C(=O)CC1C(=O)NCCN1Cc1ccc(Cl)c(F)c1 (configuration not stated)	-8%	-0.1%	1.0%	3%	6%	0.5%	-5%	-12%	.
Cc1nnc(NC(=O)CSc2nnc(C)c(=O)n2N)s1	-9%	0.3%	-0.6%	1%	4%	0.5%	-1%	-2%	26%
CCOc1ccc2[nH]c(=O)c(CN(CC3COCCO3)C(=O)c3ccc(C)cc3)cc2c1 (configuration not stated)	-2%	-0.3%	-0.1%	-2%	5%	1.3%	3%	-2%	4%
O=C(Nc1cc(Sc2ccccn2)cc([N+](=O)[O-])c1)c1cccc(F)c1	5%	2.9%	-2.2%	0%	6%	10%	0%	0%	6%
CCN(CC)S(=O)(=O)c1ccc(NC(=O)c2nc3nc(C)cc(C)n3n2)cc1	.	.	-1.1%	.	.	1.6%	0%	-1%	14%
O=C(c1ccc2c(=O)n(Cc3ccccc3Cl)c(=S)[nH]c2c1)N1CCOCC1	-7%	-0.1%	1.8%	6%	-38%	0.0%	10%	5%	19%
Cc1ccc2c(c1)c(C)cc[n+]2Cc1ccccc1	10%	0.4%[50 µM]	-1.5%	-4%	-1%	7.7%	-7%	-1%	6%
